# Kir21 block: inhibitors of mouse Kir2.1 inward-rectifier potassium channel | B-score at 10 µM | P35561 | actives 0.85% (n = 310,000) | HEK293-Kir2.1, FluxOR thallium flux fluorescence; active compounds read low;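 active means fluorescence ratio B-score at or below minus 3 SD of library scores, with starting-brightness B-score within 2 SD, cut at about -4.2 in these data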;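 further: channel flux triggered by added potassium and thallium sulfate stimulus; B-score of peak minus minimum fluorescence over baseline after thallium stimulus; more negative B-score means stronger Kir2.1 block with less thallium influx; some compounds called inactive have numbers as strong as hits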
# Target sequence (P35561 whole entry, looked up): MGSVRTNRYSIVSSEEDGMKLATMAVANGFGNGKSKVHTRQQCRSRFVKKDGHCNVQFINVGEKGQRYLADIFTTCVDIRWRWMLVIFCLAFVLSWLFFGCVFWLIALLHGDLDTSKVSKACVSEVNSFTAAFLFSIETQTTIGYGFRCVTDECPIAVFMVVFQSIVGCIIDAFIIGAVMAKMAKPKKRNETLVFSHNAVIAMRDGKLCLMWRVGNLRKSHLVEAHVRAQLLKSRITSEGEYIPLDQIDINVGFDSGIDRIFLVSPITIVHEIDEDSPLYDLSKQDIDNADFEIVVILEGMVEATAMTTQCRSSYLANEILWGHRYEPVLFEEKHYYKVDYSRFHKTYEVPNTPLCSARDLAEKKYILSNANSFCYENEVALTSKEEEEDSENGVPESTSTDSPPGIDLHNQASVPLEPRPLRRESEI
# STK33 kinase inh: inhibitors of human STK33 kinase; actives 0.073% (n = 320,000); inhibition, % at 10 µM; purified STK33, MBP phosphorylation, ADP-Glo luminescence; AID 2661;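 active means inhibition at or above 25%, using the most active replicate where run in duplicate; inactive means inhibition below 25%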
# Target sequence (Q9BYT3 whole entry, looked up): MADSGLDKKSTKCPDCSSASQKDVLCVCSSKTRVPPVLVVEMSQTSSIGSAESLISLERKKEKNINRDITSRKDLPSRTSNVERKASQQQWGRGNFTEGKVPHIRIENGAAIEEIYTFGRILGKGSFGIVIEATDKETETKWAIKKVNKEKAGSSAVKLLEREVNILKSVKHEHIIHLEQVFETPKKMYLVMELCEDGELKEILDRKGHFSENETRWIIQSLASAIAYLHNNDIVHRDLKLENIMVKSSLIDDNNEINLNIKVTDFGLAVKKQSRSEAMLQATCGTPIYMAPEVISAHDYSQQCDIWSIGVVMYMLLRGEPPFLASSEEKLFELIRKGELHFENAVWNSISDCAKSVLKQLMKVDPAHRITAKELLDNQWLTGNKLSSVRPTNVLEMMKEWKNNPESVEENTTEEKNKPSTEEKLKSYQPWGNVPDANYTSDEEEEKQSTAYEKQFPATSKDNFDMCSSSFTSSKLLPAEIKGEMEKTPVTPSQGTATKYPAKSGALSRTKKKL
# * hit, by the source's call; nt = no result given.
smiles | Kir21 block | STK33 kinase inh
COc1ccc(NC(=O)Cn2cnc3c(nnn3-c3ccc(C)cc3)c2=O)cc1 | -3 | -0.3
C#Cc1ccc([C@@H]2C=C(C(=O)N3CCN(Cc4ccccc4)CC3)O[C@H](OCCCCO)C2)cc1 | 0.51 | -1.2
Cc1oc(-c2cccc(Cl)c2)nc1CN(C)C1CCOC1 (stereo not given) | -1.5 | -2.1
Cc1c(Cl)cccc1NC(=O)CCS(=O)(=O)c1cccc2nonc12 | 0.04 | 0.1
COc1ccc2c3n(nc2c1)CCN=C3c1ccc(Cl)cc1 | nt | -0.4
COc1ccc(Br)cc1CN(C)C(=O)c1cnc(C)cn1 | 0.81 | 0.0
Cc1cc(C(=O)NCCc2ccc(Cl)cc2)c2ccccc2n1 | -0.38 | -1.3
CC(C)C(=O)Nc1ccc(O)c(-c2csc(N)n2)c1 | 0.1 | -2.0
O=C(NCCc1ccccc1)c1c[nH]c2c(F)cccc2c1=O | -0.92 | 1.7
O=C(O)CSCC(=O)N1CCN(Cc2ccc3c(c2)OCO3)CC1 | -0.13 | -2.5
COc1ccc(NC(=O)c2cc(-c3ccco3)on2)c(OC)c1 | 0 | -0.4
CCOc1ccccc1NC(=O)CS(=O)(=O)c1cn(CC(=O)N2CCOCC2)c2ccccc12 | -0.89 | -1.5
NC(=O)C1CCN(C(=O)COc2ccc(S(=O)(=O)NC3CCCC3)cc2)CC1 | 0.05 | -1.7
Cc1ccc(NC(=O)CS(=O)CC(=O)NCC2CCCO2)cc1 (stereo not given) | 0.06 | -0.1
c1ccc(CSc2nnc(-c3ccncc3)o2)cc1 | 0.11 | 0.0
CCSc1nnc(NC(=O)CSc2nccn2-c2cc(C)cc(C)c2)s1 | 0.48 | -1.9
Cc1c(C)c(C)c2[nH]c(-c3ccc4c(c3)OCO4)nc2c1C | 0.53 | -0.6
C=CCn1c(COc2cccc(C)c2)nnc1SCC(=O)c1c[nH]c2c(CC)cccc12 | -2 | -0.7
Cc1ccc(CN2CCCCC2C(=O)Nc2ccc(Oc3cccnc3)cc2)o1 (stereo not given) | 0.2 | -3.0
CC(C)(C)OC(=O)Cn1c(=O)cnc2ccccc21 | 0.04 | 1.5
CCC(C(=O)O)n1cnc2scc(-c3ccc(C)c(C)c3)c2c1=O (stereo not given) | 1.6 | -1.9
O=C(Nc1ccccc1)N1N=C(c2ccc(F)cc2)CC1c1ccc(F)cc1 (stereo not given) | -1 | -0.8
CC1=NN(c2ccccc2)C(=O)/C1=C/c1c(O)n(-c2ccc(F)c(Cl)c2)[nH]c1=O | -2.4 | 0.4
Cc1nn(C(C)(C)C)c(OC(=O)C2CCCC2)c1S(=O)(=O)c1ccccc1 | -1.6 | nt
Cc1ccc(S(=O)(=O)NCC(C)n2cncn2)cc1 (stereo not given) | 0.61 | -0.3
CCN(CC(=O)Nc1ccc(NC(C)=O)cc1)C(=O)/C=C/c1ccc2c(c1)OCO2 | 0.6 | 2.0
O=C(Nc1ccccc1Cl)c1cccc(NC(=O)C2C3CC4OC(=O)C2C4C3)c1 (stereo not given) | 0.64 | -0.2
Cc1ccc(N(CC(=O)NCc2ccc(F)cc2)C(=O)c2csnn2)c(C)c1 | 1.2 | -1.3
Cc1cccnc1NC(=S)NC(=O)/C=C/c1ccccc1 | 0.57 | 2.2
O=C(Nc1ccccc1)Nc1nncs1 | -0.18 | -0.3
Cn1cccc1CC(=O)N/N=C/C=C/c1ccccc1 | 0.19 | -1.9
COc1ccccc1CNC(=O)C(NC(=O)c1ccccc1)C(C)C (stereo not given) | -0.2 | -0.4
O=Cc1c[nH]c2ccc(C(=O)c3ccccc3)cc12 | 1.6 | 5.8
CC(=O)N1CCc2cc(S(=O)(=O)NCCC(=O)Nc3cccc(C)c3C)ccc21 | 0.19 | -1.0
COCCCNC(=O)c1cc(C(=O)Cc2ccccc2)c[nH]1 | -0.16 | -1.1
CN(C)S(=O)(=O)c1cccc(NC(=O)COC(=O)C2CCN(C(=O)c3ccc(F)cc3)CC2)c1 | nt | -1.1
CCCn1c(SCC(=O)c2cc(C)n(C3CC3)c2C)n[nH]c1=O | nt | 1.4
C[N+]1(CCCOC(=O)C2(c3ccccc3)CCCC2)CCOCC1 | 0.11 | -0.6
CCc1cc(C(=O)NNC(=O)CCN2CCN(c3ccccc3)CC2)sc1C | 0.04 | 0.8
COc1ccccc1N1C(=O)c2cccc3c(N(C)CCO)ccc(c23)C1=O | -6.5 | -0.2
C[C@@]12C(=O)N(Cc3ccco3)CC(=O)N1[C@H]1c3ccccc3OC[C@@H]1[C@@H]2c1ccccc1 | nt | -1.1
CCOC(=O)c1c(C)[nH]c2cc(Br)c(O)cc12 | -1.3 | 1.8
OCC[C@@H]1C[C@@H](O)[C@H](O)[C@]2(CCCO2)O1 | -0.01 | -0.5
COc1ccccc1NS(=O)(=O)c1cc(NC(=O)CN2C(=O)NC3(CCCC3)C2=O)ccc1C | 0.13 | -2.3
Cc1cc(C)c(C)c(S(=O)(=O)N2CCN(C(=O)c3ccccc3OCc3c(C)noc3C)CC2)c1C | nt | 1.5
CC(=O)OC(COC1C[C@@H]2CC[C@@]1(C)C2(C)C)C[N+]1(C)CCCCC1 (stereo not given in full) | 1.8 | -0.1
Cc1cccc(NC(=S)Nc2cccc(C)n2)n1 | 0.48 | -1.8
CC1CCCC(NC(=O)COC(=O)c2n[nH]c3ccccc23)C1C (stereo not given) | nt | -1.0
CC(NC(=O)COC(=O)C1CC2CCCC(C1)C2=O)c1ccccc1 (stereo not given) | nt | -1.0
CCOC(=O)N1CCN(C(=O)c2ccc(N(C)S(=O)(=O)c3ccc(C)cc3)cc2)CC1 | 1.6 | 0.8
CCC(Sc1nc(C)cc(C)n1)C(=O)NC1=NN=C(c2ccc(C)cc2)CS1 (stereo not given) | -0.14 | -1.6
COc1cc(N(C(=O)Cc2cccs2)C(C(=O)NC2CCCCC2)c2cccc(OC)c2OC)ccc1-n1cnnn1 (stereo not given) | 0.84 | -0.2
CCOc1ccccc1N1CCN(C(=S)Nc2ccc(S(N)(=O)=O)cc2)CC1 | -0.68 | -0.4
O=C(COC(=O)c1cc(=O)[nH]c2ccccc12)Nc1ccccc1F | nt | -0.1
COc1ccc(CNC(=O)CCN2C(=O)c3ccncc3C2=O)cc1OC | 0.14 | -3.8
CC(C)=CCN1CCN(Cc2ccc(C#CC(C)(C)O)cc2)CC1CCO (stereo not given) | 2.2 | -0.6
CCOc1ccccc1N(CC)C(=O)c1nn(C)c2c1CSc1ccccc1-2 | -0.74 | 0.1
COc1ccc(SCCc2ccncc2)cc1 | -3.5 | -1.2
N#Cc1nc(-c2ccccc2Cl)oc1N1CCCCC1 | 0.05 | -1.2
CCC(CC)c1nnc(NC(=O)CC(C)c2ccccc2)s1 (stereo not given) | -1 | 0.4

# A portion of the results above, for reference:
smiles | Kir21 block | STK33 kinase inh
O=C(COC(=O)c1cc(=O)[nH]c2ccccc12)Nc1ccccc1F | nt | -0.1
COc1ccc(CNC(=O)CCN2C(=O)c3ccncc3C2=O)cc1OC | 0.14 | -3.8
CC(C)=CCN1CCN(Cc2ccc(C#CC(C)(C)O)cc2)CC1CCO (stereo not given) | 2.2 | -0.6
CCOc1ccccc1N(CC)C(=O)c1nn(C)c2c1CSc1ccccc1-2 | -0.74 | 0.1
COc1ccc(SCCc2ccncc2)cc1 | -3.5 | -1.2
N#Cc1nc(-c2ccccc2Cl)oc1N1CCCCC1 | 0.05 | -1.2
CCC(CC)c1nnc(NC(=O)CC(C)c2ccccc2)s1 (stereo not given) | -1 | 0.4

# The listing continues.
smiles | Kir21 block | STK33 kinase inh
CC(C)(C)c1ccc(NC(=O)CNC2CCCc3ccccc32)cc1 (stereo not given) | 1.4 | 0.1
CC(=O)c1ccc(NC(=O)CCCN2C(=O)/C(=C/C(C)=C/c3ccccc3)SC2=S)cc1 | -0.8 | -0.7
CCOC(=O)C1=C(C)N=C2SC=C(C)N2C1c1ccc(OC)cc1 (stereo not given) | 0.56 | 0.3
Cc1cc(C)c(C)c(S(=O)(=O)N2CCC(C(=O)NCC(c3ccccc3)N(C)C)CC2)c1C (stereo not given) | 0.29 | -0.9
CCOC(=O)c1cc(NC(=O)c2ccc(Cl)cc2)c(=O)n2c1oc1ccc(Cl)cc12 | -0.82 | -1.9
CCOC(=O)c1ccc(NC(=O)CNC(=O)c2ccco2)cc1 | 0 | 0.0
O=C(NC12CC3CC(CC(C3)C1)C2)c1cc([N+](=O)[O-])ccc1N1CCOCC1 | -0.03 | -0.4
Cc1cc2cc(C)c3nnc(SCC(=O)N4CCCc5ccccc54)n3c2cc1C | 0.35 | -1.2
Cc1cccc(N=Nc2ccc(O)c3ncccc23)c1 | -0.91 | -2.2
CS(=O)(=O)N1CCN(C(=O)c2ccc(Cl)s2)CC1 | 0.25 | -1.4
CCn1c(SCC(=O)NC2CCCCC2)nnc1C(CO)NC(=O)c1ccccc1 (stereo not given) | -0.77 | -0.9
Cn1cc(SCC(=O)Nc2nccs2)c2ccccc21 | -2.3 | -1.4
CS(=O)(=O)N(CC(=O)NC1CCCC1)C1CCCCC1 | -0.31 | -0.2
O=C(CN(C(=O)C1CSC(=O)C1)c1cccc(F)c1)NC1CCCC1 (stereo not given) | -1 | -3.0
C#CC(=O)N(c1cccc(OC)c1)C(C(=O)NC1CCCC1)c1cccs1 (stereo not given) | -0.49 | -0.5

# Laid out differently: entries from further up
# Every second line gives: Kir21 block | STK33 kinase inh
Cc1cc2cc(C)c3nnc(SCC(=O)N4CCCc5ccccc54)n3c2cc1C
  0.35 | -1.2
Cc1cccc(N=Nc2ccc(O)c3ncccc23)c1
  -0.91 | -2.2

# (more compounds)
smiles | Kir21 block | STK33 kinase inh
N=C1C(c2ccccc2)=C(O)CN1CCCO | 0.44 | -1.9
CC1CC(C)CN(c2nc(NCc3ccco3)nc(N)c2[N+](=O)[O-])C1 (stereo not given) | 0.39 | 1.0
O=C(OCc1nnc(-c2ccccc2)o1)c1cc(F)c(F)cc1Cl | 1.2 | -0.3
Cc1ccc(C(=O)Nc2ccccc2-c2ccccc2)o1 | -0.6 | 15
Cc1ccc(NC(=O)CN2C(=O)c3ccccc3C2=O)c(C)c1 | 0.45 | 0.0
CCCCCc1c(O)nc(SCCN(C)C)[nH]c1=O | 0.05 | -1.4
Clc1cc(-c2ccc(/C=N/n3cnnc3)o2)ccc1Br | 0.77 | -0.2
CCn1nc(NS(=O)(=O)c2ccccc2)c2cc3cc(C)ccc3nc21 | 0.11 | -0.6
Cc1nn(C)c(C(=O)NC2C3CC4CC(C3)CC2C4)c1Cl (stereo not given) | -0.28 | -0.5
CC1C[C@@]2(NC(=O)NC2=O)C(C)CN1C (stereo not given in full) | 0.52 | 0.2
COc1ccc(NC(=S)NCC(c2ccco2)N2CCCC2)cc1 (stereo not given) | -0.53 | -0.7
CN(C)c1ccc(CN(C(=O)/C=C/c2ccccc2Cl)C2CCS(=O)(=O)C2)cc1 (stereo not given) | 1.6 | -0.9
COc1c2occc2c(OC(C)=O)c2c(=O)cc(C)oc12 | -0.77 | -0.3
Cc1ccc(CCNC(=O)CC2Oc3ccc(C)cc3NC2=O)cc1 (stereo not given) | 1.9 | -0.7
COc1ccccc1OCc1ccc(C(=O)N(C)c2ccccc2)o1 | 0.23 | -0.6
CCSc1nnc(NC(=O)c2ccc(F)c(S(=O)(=O)N3CCOCC3)c2)s1 | nt | 0.1
O=C(N[C@@H]1C/C=C\C[C@@H](CC(=O)N(CCO)Cc2ccccc2)C(=O)N[C@@H](c2ccccc2)COC1=O)OCC1c2ccccc2-c2ccccc21 | nt | -2.2
COc1cc(OC)cc(C(=O)Nc2ccccc2N2CCOCC2)c1 | -1.9 | -0.9
COCC(=O)Nc1cc(C(=O)NCCc2ccccc2)ccc1Cl | 0.15 | nt
CS(=O)(=O)c1ccccc1-c1nnc(NC(=O)COc2ccc(Cl)cc2)o1 | 0.17 | nt
C/C(=N\NC(=O)c1sccc1-n1cccc1)c1cccs1 | 0.96 | -1.9
COc1ccc(Cl)cc1N(CC(=O)N1CCC(C)CC1)S(C)(=O)=O | -0.01 | -2.3
CC1CCN(Cc2ccc(NC(=O)C3CCN(c4nnc(-n5cccc5)s4)CC3)cc2)CC1 | -1.1 | -0.3
Cc1cc2ccccc2n1CCNC(=O)C1CC1 | -0.32 | -1.2
NC(=O)c1ccccc1NC(=O)NC1CCCCC1 | 0.48 | -0.6
Nc1nc(SCC(=O)Nc2ccc(F)cc2)[nH]c(=O)c1NC(=O)c1ccc(F)c(F)c1 | 0.27 | -0.7
O=C(C1CC1)N1CCN(S(=O)(=O)c2ccc3c(c2)OCCO3)CC1 | -0.02 | 1.3
COc1ccc(NC(=O)N/C=C/c2ccccc2)cc1 | -1.1 | -1.5
Cc1nn(CC(=O)Nc2ccc3c(c2)nc(CN2CCCC2)n3C)c(=O)c2ccccc12 | 0.25 | -0.1
CC1CC2=C(NC(=S)NC2c2ccccc2F)/C(=C/c2ccccc2F)C1 (stereo not given) | 2.3 | 1.3
Cc1noc(C)c1CSCC(=O)Nc1ccccc1N1CCCCC1 | -9.9* | -0.2
CCCCN(CC)CCCNC(=O)c1ccc2c(c1)N(CC)C(=O)c1ccccc1S2(=O)=O | 1.4 | -1.4
O=[N+]([O-])c1ccc(Oc2ccc(F)cc2Br)c2ccncc12 | 1.1 | 2.9
COC(=O)c1c(-c2ccc(OC)cc2)oc2ccccc12 | 0.46 | 3.4
O=C(NCCS(=O)(=O)NC1CCCCC1)c1ccc2c(c1)OCO2 | -1.5 | -0.6
O=C1CC(NNc2nc3ccccc3s2)C(=O)N1c1ccccc1 (stereo not given) | -1.5 | -0.3
O=C(COc1nc2ccccc2nc1N1CCOCC1)Nc1cccc(S(=O)(=O)N2CCCCC2)c1 | -0.01 | 0.0
Cc1ccc(-c2c[n+](CC(=O)N3c4ccccc4Sc4ccccc43)c3n2CCC3)cc1 | -1 | 0.4
COc1cccc(C(=O)N(CN2CCCC2=O)c2cc(C)on2)c1 | 0.02 | 0.3

# High-throughput results from PubChem.
